Bioassay records: PubChem, several laboratories
S1P4 antagonist: S1P4 receptor antagonists, primary screen, cell-based. S1P4-expressing cells, antagonist mode, reporter read-out. Sphingosine 1-phosphate receptor 4 (Homo sapiens), O95977. inhibition, % at 4.98 µM. 220,000 compounds, 0.26% hits. AID 1510, 2009; in the data active = inhibition above about 29%;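 note: 0% = wells stimulated with agonist and 100% = vehicle wells without agonist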
Target sequence (O95977 whole entry, looked up): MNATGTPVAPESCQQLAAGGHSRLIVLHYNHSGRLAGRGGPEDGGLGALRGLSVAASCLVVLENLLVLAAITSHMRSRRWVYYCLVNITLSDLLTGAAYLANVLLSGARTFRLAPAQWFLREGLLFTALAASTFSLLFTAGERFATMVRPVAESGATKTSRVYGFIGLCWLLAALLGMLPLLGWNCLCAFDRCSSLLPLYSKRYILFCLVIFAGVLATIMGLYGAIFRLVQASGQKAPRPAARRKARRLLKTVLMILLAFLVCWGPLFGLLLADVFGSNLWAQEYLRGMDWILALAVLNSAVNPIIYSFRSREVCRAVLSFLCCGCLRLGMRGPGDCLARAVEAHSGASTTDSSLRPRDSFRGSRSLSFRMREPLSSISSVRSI
BaF3 tox: parental Ba/F3 cell viability inhibition, counter-screen for JAK2V617F inhibitor project, murine pro-B, CellTiter-Glo luminescence; CellTiter-Glo ATP luminescence; 220,000 compounds, 1.1% hits; inhibition, % at 5.6 µM;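 active = inhibition above a per-campaign cutoff, the mean inhibition of all tested compounds plus 3 SD, cut at about 27% in these data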;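 note: 0% = DMSO wells and 100% = JAK Inhibitor I control wells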
Ba/F3 V617F tox: reduced viability of JAK2V617F-dependent Ba/F3 cells, primary screen, JAK2V617F inhibitor project, cell-based, Ba/F3 EpoR-JAK2V617F, luminescence; ATP luminescence; inhibition, % at 5.6 µM; 220,000 compounds, 1.1% hits; AID 1446, 2008;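 active = inhibition above the campaign mean plus 3 SD over all tested compounds, cut at about 24% in these data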;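 note: cytokine-independent growth of Ba/F3 cells driven by EpoR plus mutant JAK2; 0% = DMSO-treated cells and 100% = JAK inhibitor I control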
CHOP inhibitor: inhibitors of CHOP promoter induction, primary screen, cell-based, unfolded protein response, luciferase reporter; CHO-K1 CHOP-promoter luciferase, tunicamycin-induced, 15-18 h; inhibition, % at 10 µM; 220,000 compounds, 3.8% hits;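 active = compounds that reduced the stress-induced luciferase reporter signal by more than about 70% of percent inhibition, limit read from the data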;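 note: 0% = tunicamycin plus vehicle and 100% = wells without tunicamycin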
NPY-Y1 PAM-ag: NPY-Y1 receptor potentiators or agonists, primary screen, cell-based | Neuropeptide Y receptor type 1 (Homo sapiens), P25929 | NPY-Y1 expressing cells, potentiator/agonist activation | activation, % at 3.6 µM | 220,000 compounds, 0.37% hits | AID 1304, 2008; in the data active = activation above about 33%, passing the limit was not always enough;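 note: cells stimulated with NPY at EC10 then isoproterenol at EC100; 0% = low agonist plus stimulus and 100% = saturating agonist plus stimulus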
Target sequence (P25929 whole entry, looked up): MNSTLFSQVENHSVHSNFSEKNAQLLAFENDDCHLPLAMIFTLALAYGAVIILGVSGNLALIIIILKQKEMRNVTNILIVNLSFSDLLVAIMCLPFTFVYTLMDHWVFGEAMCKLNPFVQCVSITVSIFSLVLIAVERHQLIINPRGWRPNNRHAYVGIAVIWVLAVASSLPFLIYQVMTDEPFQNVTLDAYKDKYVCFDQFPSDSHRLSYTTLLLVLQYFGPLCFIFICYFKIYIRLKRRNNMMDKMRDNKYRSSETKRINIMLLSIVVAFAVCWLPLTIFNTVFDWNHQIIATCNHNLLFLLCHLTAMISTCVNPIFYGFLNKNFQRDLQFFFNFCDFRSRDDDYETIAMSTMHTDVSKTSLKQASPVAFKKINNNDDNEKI
NCF1 inh: p47phox/p22phox peptide binding inhibitors, primary screen, biochemical, uHTS, NADPH oxidase regulatory subunit. Neutrophil cytosol factor 1 (Homo sapiens), P14598. fluorescence polarization, 2 h. inhibition, % at 24.7 µM. 220,000 compounds, 0.53% hits. AID 1274, 2008;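 active = inhibition above about 30%, limit read from the data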;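 note: 0% = p47phox with labelled peptide and 100% = labelled peptide alone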
S1P4 ag: S1P4 receptor agonists, primary screen, cell-based; Sphingosine 1-phosphate receptor 4 (Homo sapiens), O95977; S1P4-expressing cell line, agonist reporter assay; activation, % at 4.98 µM; 220,000 compounds, 0.35% hits; AID 1509, 2009; in the data active = activation above about 11%;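 note: 0% = DMSO vehicle and 100% = reference agonist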
NPY Y1 blocker: NPY-Y1 receptor antagonists, primary screen, cell-based. Neuropeptide Y receptor type 1 (Homo sapiens), P25929. HEK293-CNG Y1 cells, membrane potential fluorescence; NPY at EC95, then isoproterenol. inhibition, % at 3.6 µM. 200,000 compounds, 1% hits. AID 1040, 2008;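 active = inhibition above the campaign mean inhibition of all tested compounds plus 3 SD, cut at about 20% in these data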;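 note: 0% = DMSO wells given NPY plus isoproterenol and 100% = isoproterenol alone without NPY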
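Test system: HEK293 cells co-expressing NPY Y1 receptor and cyclic-nucleotide gated channel; Also added: NPY (25 nM), isoproterenol (1 µM), Ro 20-1724 (25 µM); Compound dosing: one concentration, 3.6 µM, in 0.4% DMSO; Timing: dye 3 h, compound 60 min room temperature, stimulation 45 min; Technique: Membrane-potential fluorescent dye readout.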
NPY-Y2 PAM-ag: NPY-Y2 potentiators or agonists, primary screen, cell-based. cells expressing NPY-Y2, potentiator/agonist read-out. 220,000 compounds, 0.45% hits. activation, % at 3.6 µM; in the data active = activation above about 27%;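 note: cells stimulated with NPY near EC25 plus isoproterenol at EC100; 0% = vehicle plus submaximal agonist and 100% = vehicle plus saturating agonist; some results beyond the cut were filed as inactive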
Active calls of the source: *; nt = not tested or not shown.

SMILES	S1P4 antagonist	BaF3 tox	Ba/F3 V617F tox	CHOP inhibitor	NPY-Y1 PAM-ag	NCF1 inh	S1P4 ag	NPY Y1 blocker	NPY-Y2 PAM-ag
CCOC(=O)N1CCN(C(=O)CSc2ccc3nnc(CCNC(=O)c4ccccc4)n3n2)CC1	7	0	2	-9	4	0	-0.4	0	-19
COc1cc2c(cc1OC)C1(Nc3c-2c(C)nn3-c2ccccc2)C(=O)Nc2ccccc21 (stereo not given)	5	7	2	0	-31	-22	-0.7	11	-11
COc1cc(/C=N/NS(=O)(=O)c2ccc(C)cc2)ccc1OCc1ccc(C(=O)O)cc1	5	3	-1	14	-12	-11	-1.1	7	-11
CCC(C)(C)c1ccc(OCCN2C(=O)NC(C)(C)C2=O)cc1	-4	2	0	43	8	-7	-0.6	-1	3
CCOc1ccccc1NC(=O)Cn1c(=O)n(-c2ccccc2)c(=O)c2oc3ccccc3c21	-1	4	2	63	-13	-23	2.6	-3	-7
NC(=O)/C(=C\c1ccccc1)NC(=O)/C=C/c1ccccc1	-11	4	-1	8	9	-17	0.6	4	6
c1ccc(-c2csc(-c3ccncc3)n2)cc1	-10	5	-5	-6	3	-10	0.5	2	-1
CCCC(=O)NC(=S)Nc1ccc(S(=O)(=O)Nc2ccc(OCC)cc2)cc1	-12	4	0	41	-3	-14	0.1	0	2
CCOCCCNC(=O)c1ccc(Cn2c(=O)[nH]c3ccsc3c2=O)cc1	0	3	1	0	-9	-1	0.6	11	2
O=C1CCCc2c1[nH]c1ccc(Cl)cc21	-13	2	-3	-4	-25	-20	1.6	-2	-4
N=C1C(c2nc(-c3ccc(Br)cc3)cs2)=C(O)CN1NC(=O)c1ccc([N+](=O)[O-])cc1	5	1	-5	-23	0	2	0.3	-3	7
COc1ccc(CN(C2CCCCC2C)S(=O)(=O)c2ccc(S(=O)(=O)N(C)C)cc2)cc1OC (stereo not given)	2	11	1	4	3	-4	-2.4	2	-5
CCSc1cc(C2C(C(=O)OC)=C(C)NC3=C2C(=O)CCC3)c(C)o1 (stereo not given)	-3	0	-6	35	2	-4	1.5	1	6
Cc1ccc(NC(=O)/C(=C\c2cccnc2)NC(=O)c2ccco2)cc1	-17	2	-3	12	-7	-1	0.5	2	11
Cc1ccc2nc3nc(NCC4CCCO4)c(C(=O)NC4CCCC4)cc3c(=O)n2c1 (stereo not given)	-22	11	2	1	8	-1	1.8	0	16
Cc1ccc(S(=O)(=O)/C(C#N)=C/c2c(N3CCCCC3)nc3ccccn3c2=O)cc1	6	0	-5	-6	30	-31	0.9	nt	-12
COc1ccc(CC(=O)OCc2cc3ccc(C)cc3[nH]c2=O)cc1	5	2	1	28	-16	-4	1.8	12	-26
c1ccc2c(CCNc3ncnc4nc[nH]c34)cccc2c1	-7	3	-6	44	-21	-8	-2.4	3	12
CCCCCn1c(SCCCC)nc2c1c(=O)[nH]c(=O)n2C	-23	2	-2	69	10	-11	-1.0	0	6
CC(OC(=O)CCc1nc2ccccc2c(=O)[nH]1)C(=O)c1ccc(Br)cc1 (stereo not given)	5	5	1	9	0	-2	2.0	-1	-5
O=C(Cn1c2c(c(-c3ccccc3)cc1=O)CCCC2)N1CCCCCC1	-18	7	-2	55	-18	-12	1.2	-2	10
COc1ccc(CC(NC(C)=O)C(=O)NC2CCN(C(=O)Nc3ccc(C#N)cc3)CC2)cc1OC (stereo not given)	-8	-1	-5	-1	11	-1	-0.9	2	9
O=C(O)CCn1c(=S)oc2ccccc21	-9	1	-1	-8	-6	-10	2.1	6	2
COc1ccccc1CNC(=O)C1CCC(CNc2c(N3CCOCC3)c(=O)c2=O)CC1 (stereo not given)	-15	1	-4	-2	-7	-15	4.7	0	-4
CCOP(=O)(OCC)c1nc(-c2cccc3ccccc23)oc1N1CCOCC1	11	3	-2	23	5	-6	1.4	-4	8
Cc1ccc(N=Nc2c(C)[nH]n(-c3ccccc3)c2=O)cc1	14	4	-3	-9	8	-10	-0.7	9	-7
CC(C)C(=O)Nc1ccc(NC(=S)NC(=O)c2cc3ccccc3o2)cc1	-3	6	1	-20	4	-6	1.6	-3	-2
COc1ccc(C(=O)Nc2ccc(Oc3ncnc4sc(-c5ccccc5)cc34)cc2)cc1OC	-26	6	-1	59	-21	15	6.0	-1	4
CC(C)CCNC(=O)COC(=O)/C=C/c1ccc2ccccc2n1	11	4	0	31	5	-17	-0.7	3	-3
Cc1cc(C)n(S(=O)(=O)c2cc(C(=O)O)c(Cl)cc2Cl)n1	-4	2	-3	nt	-15	nt	-0.1	-2	3
CCc1ccc(NC(=O)N(CCCN2CCOCC2)C(C)c2cc3cccc(OC)c3o2)cc1 (stereo not given)	1	4	7	14	-27	-11	1.8	5	-7
CN(C)S(=O)(=O)c1cccc(C(=O)OCC(=O)c2ccc3c(c2)NC(=O)CO3)c1	-15	1	4	-13	-9	3	-2.6	3	4
COc1ccc(CCn2c(-c3ccc(F)cc3)nc3c(c(=O)c4ccccc4n3C)c2=O)cc1OC	-9	0	6	16	-21	11	-1.4	nt	-13
COc1ccc(-n2c(Cn3c(=O)sc4ccccc43)nnc2SCC(=O)N2CCCC2)cc1	-5	6	-1	14	-1	0	-0.8	-2	-13
CCOc1ccc(-c2nc(N)ncc2Oc2ccccc2Br)c(O)c1	-4	3	0	106*	-4	-7	6.0	10	-8
Cc1cc(C)n(CC(=O)NN)n1	8	3	2	2	-2	-4	0.3	0	-10
Cc1ccc2nc(SCC(=O)N3c4ccccc4CC3C)c(C)cc2c1 (stereo not given)	-5	2	-4	78*	-21	-15	-1.7	5	10
CCOC(=O)N1CCC(=NNC(=O)COc2cccc(C)c2)CC1	-9	1	-1	-5	-22	-8	-1.3	8	7
Cc1nc2ccccn2c1/C(O)=C1\C(=O)C(=O)N(CCN2CCOCC2)C1c1ccncc1 (stereo not given)	-4	8	9	30	-7	-2	-1.2	0	-22
CC(C)(C)NC(=O)c1ccc(Cn2cc(C(F)(F)F)ccc2=O)cc1	-17	2	1	5	6	-9	1.9	9	10
COC(=O)c1c(C)nn(-c2ccc(F)c(Cl)c2)c1-c1cc(C)on1	9	0	-2	-9	-24	-5	0.4	nt	-7
Cc1ccccc1-c1nnc(Cc2ccccc2)o1	-4	0	-4	19	11	3	0.4	3	5
CCCCOC(=O)C(C#N)c1nc2ccccc2nc1N1CCN(Cc2ccc3c(c2)OCO3)CC1 (stereo not given)	3	6	-2	19	-14	-39	-0.6	-2	-1
O=C(NC(=S)N(CCO)Cc1ccccc1)c1cc(Br)ccc1Cl	-6	2	-5	-19	3	-7	2.0	5	-1
CCn1nc(C)cc1C(=O)n1nc(C)c(Sc2ncccn2)c1C	6	-1	-6	28	31	-9	-0.2	nt	0
CCOC(=O)CNc1c(-c2ccccc2)nc2ccc(Cl)cn12	-15	8	4	-29	5	-17	0.9	1	-12
O=C(O)/C=C/C(=O)Nc1ccccc1SC(F)(F)C(F)(F)C(F)(F)F	-8	1	-4	-12	15	0	1.2	2	9
COC(=O)Cc1c(O)ccn(Cc2ccc(Cl)c(Cl)c2)c1=O	5	2	0	-5	-8	-3	0.9	2	-10
CNC(=O)C1CC(=O)N/C(=N/N=C(\C)c2cccs2)S1 (stereo not given)	-6	-2	-4	-4	7	-20	-0.2	3	4
Cc1ccc(S(=O)(=O)N2CCOCC2)cc1C(=O)NC(=S)N1CC(C)OC(C)C1 (stereo not given)	9	-8	3	-3	-2	-1	1.4	nt	-1
Cc1cc(C)c(S(=O)(=O)NCCn2ccc3ccccc32)c(C)c1	-3	0	-4	107*	6	-34	3.3	2	-10
COc1ccc(S(=O)(=O)NCc2csc(C)n2)cc1	-7	4	1	-7	4	-3	-1.0	0	-22
CN(C)S(=O)(=O)c1ccc(N2CCN(S(=O)(=O)c3ccc(F)cc3)CC2)c(Cl)c1	-7	0	-2	nt	17	-2	0.3	-4	22
CN1CCN(c2ncnc3c2[nH]c2ccc(F)cc23)CC1	-6	8	1	13	18	-1	-1.3	-5	9
O=C(NCc1cccc(C(F)(F)F)c1)C1CCCN(c2ncccn2)C1 (stereo not given)	11	5	-2	3	8	-7	-0.8	3	17
Cc1cccc(-c2cc(C(=O)N3CCCc4ccccc43)c3ccccc3n2)c1	-1	10	1	10	-37	-80	2.6	12	-21
COc1ccc(C(NC(=O)c2ccccc2F)NC(=O)c2ccccc2F)cc1	-21	4	1	5	-9	-1	0.3	-3	2
CC1(C)CC(=O)C(C2(O)C(=O)N(Cc3ccccc3)c3ccccc32)CO1 (stereo not given)	-8	0	-1	-18	2	-11	0.2	-1	3
CN1CCc2nc3ccc(Cl)cc3c(-c3ccccc3Cl)c2C1	13	11	6	22	-26	-5	-2.5	8	4
Cc1ccc(-n2cc(CN(C)Cc3ncc[nH]3)c(-c3cccc(C)c3)n2)cc1	-4	6	-3	22	4	-16	-0.1	4	1
The results go on.
SMILES	S1P4 antagonist	BaF3 tox	Ba/F3 V617F tox	CHOP inhibitor	NPY-Y1 PAM-ag	NCF1 inh	S1P4 ag	NPY Y1 blocker	NPY-Y2 PAM-ag
Cc1ccccc1C(C(=O)NC1CCCCC1)N(C(=O)CNC(=O)c1ccco1)c1cccnc1 (stereo not given)	-25	5	2	-1	-18	-3	1.7	2	-1
CSC(=Nc1ccccc1)C1=C(O)COC1=O	-6	3	-4	7	6	-10	2.0	0	4
Cc1csc(SCC(=O)N2CCCC2)n1	8	6	-2	-24	-1	-7	-1.4	9	0
Cc1ccnc2nc(C(=O)Nc3nccs3)nn12	-16	2	0	12	0	-13	2.0	2	2
CC1CCCN(CC(=O)Nc2cccc([N+](=O)[O-])c2)C1 (stereo not given)	-16	5	-1	7	-4	-19	1.1	-2	-11
O=C1CCCN1c1ccc(S(=O)(=O)NCCc2ccc(Cl)cc2)cc1	-8	7	0	17	5	-4	1.6	7	-12
CCN(C(=O)c1cc2c(C)nc3ccccc3c2o1)c1cc(Cl)ccc1OC	1	0	-4	59	-6	-22	-0.3	nt	-20
COc1cc(-c2cc(C(=O)Nc3ccccc3N3CCOCC3)c3ccccc3n2)cc(OC)c1OC	-14	5	1	25	-8	-8	-0.6	-1	-2
O=C(NCc1ccco1)c1cnccn1	-26	-2	-3	-16	14	-16	1.9	2	-7
Cn1c(=O)[nH]c(=O)c2c1ncn2CCN1CCOCC1	-14	4	-1	2	-7	11	-2.4	-1	-3
O=C(O)c1cc2cc(Cl)ccc2oc1=O	-15	2	-5	-13	-36	3	0.7	10	0
CCOC(=O)C1(Cc2ccccc2Cl)CCN(Cc2csc(C(C)=O)c2)CC1	5	7	-2	38	0	-27	0.1	14	-13

2 compounds from above, showing only NPY-Y2 PAM-ag, CHOP inhibitor and BaF3 tox.
structure	NPY-Y2 PAM-ag	CHOP inhibitor	BaF3 tox
COc1cc(-c2cc(C(=O)Nc3ccccc3N3CCOCC3)c3ccccc3n2)cc(OC)c1OC	-2	25	5
Cc1ccnc2nc(C(=O)Nc3nccs3)nn12	2	12	2
